Compound activity: PubChem, National Center for Advancing Translational Sciences (NCATS)
p53null 39C kill – selectivity test: cytotoxicity in p53 null cells, nonpermissive temperature | Potency, µM (highest dose often 46.1 µM), without a hit: top-dose activity, negative = cell killing, actives largely listed as cytotoxic | 55,000 tested, 0.97% active | H1299 p53-null (neo) cells, 39C, ATPlite viability, 24 h;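 note: 0% = DMSO only and -100% = full killing by 100 µM tamoxifen; nearly all actives have a fitted effect of over 50% in size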
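Cells seeded at 600/well, 37C overnight. Compound added (up to 46 uM), plates shifted to 39C for 24 hr. ATPlite added, luminescence read after 20 min at room temperature.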
p53null 32C tox – kills p53 null cells at the permissive temperature. H1299-neo p53 null cells, ATP luminescence, 24 h, 32C. 55,000 tested, 0.62% active. Potency, µM (series often up to 46.1 µM), without a hit: at the top dose activity change, negative = cytotoxicity, usual class: cytotoxic. AID 903;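 note: 0% = DMSO only and -100% = full killing by 100 µM tamoxifen; nearly all actives have a fitted effect of over 55% in size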
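Luminescent ATP readout gave cell viability of p53-null H1299-neo cells after a 24 h compound exposure at the permissive 32C. Titrations ran up to 46 uM, and AC50s were fitted with the standard Hill equation.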
* = called active by the depositor; ? = inconclusive; [ ] = remark or other dose. Calls come from the whole dose curve; as a rule, active = well fitted cell-killing curve with a large enough effect; inconclusive = small, poorly fitted or top-dose-only effect; inactive = no such curve, though single readings can be large or run the other way. Potency is the fitted concentration of half-maximal effect. An excerpt, so the mix of outcomes need not match the whole.

SMILES | p53null 39C kill | p53null 32C tox
Cc1c(C(Nc2ccccn2)c2ccccc2)c(=O)n(-c2ccccc2)n1C (stereo not given) | 13% | -11%
S=c1[nH]nc(C2CCCCC2)n1/N=C/C(Cl)=C\c1ccccc1 | 2%[1.84 µM] | 6%
COc1ccc(N(C(=O)c2ccco2)C(C(=O)NC2CCCC2)c2ccc(N(C)C)cc2)cc1OC (stereo not given) | 12% | 6%
CC(C)C(c1nnnn1C1CCCC1)N1CCOCC1 (stereo not given) | 11% | 2%
O=c1c2ccccc2n(Cc2ccc(Cl)cc2)c(=O)n1Cc1ccco1 | 21% | 16%
Cc1cc(Cl)ccc1OCC(=O)NCCCCc1ccccc1 | -2% | -3%
NNC(=O)CCS(=O)(=O)c1ccc2ccccc2c1 | -5% | -2%
c1csc(-c2nc3c4ccccc4c4ccccc4c3[nH]2)c1 | -1% | 1%
COc1cc(/C=C2\C(=O)N(CCC#N)N=C2C)c(Br)cc1OC(C)C | 7% | -1%
CCCCn1c(-c2ccoc2C)n[nH]c1=S | 14% | 5%
O=S(=O)(NCc1ccccc1)c1ccc(S(=O)(=O)N(Cc2ccccn2)C2CCCC2)cc1 | 1% | -6%
O=C(COc1cccc(Cl)c1)NNC(=S)Nc1ccccc1 | -27%[1.84 µM] | -18%
COc1ccc(/C=C/C(=O)Nc2c(C)nn(C)c2C)cc1COc1ccc(Cl)cc1Br | 11% | 3%
CCC(Oc1ccccc1)C(=O)Nc1ccc(S(=O)(=O)N2CCOCC2)cc1 (stereo not given) | 12% | 11%
O=C(CSc1ccc(-c2ccccc2)nn1)NCc1ccco1 | -8% | -14%
CCOC(=O)C(C)Sc1nnc2n1C(C)(C)Cc1ccccc1-2 (stereo not given) | 15% | 8%
Cc1ccccc1Nc1nnc(SCC(=O)NC2CCCc3ccccc32)s1 (stereo not given) | -5% | 11%
Cn1c(Cn2c(=O)sc3ccccc32)nnc1SCC(=O)NCc1ccc(F)cc1 | -8% | 6%
Cc1nnc(N(C)C(=O)Cc2ccc3c(c2)OCO3)s1 | 21% | -6%
O=C(c1ccco1)N1CCN(C(=O)C(c2ccccc2)c2ccccc2)CC1 | 7% | 8%
O=C(Cn1nc(-c2ccccc2)ccc1=O)Nc1ccc(N2CCN(C(=O)c3ccccc3)CC2)cc1 | 12% | -5%
CC1(C)CC(=O)c2cnc(NC(=O)CSc3nc4ccccc4o3)nc2C1 | 12% | 5%
Cc1ccc(-n2c(SCC(=O)OC(C)C)nnc2-c2ccncc2)cc1 | -8% | -2%
Cc1cccc(-c2nc3c(c(SCC(=O)N(C)C)n2)CCCC3)c1 | 4% | 13%
OCCn1c(C(F)(F)F)nc2ccccc21 | -2% | 1%
COc1ccccc1OCCC(=O)OCC(=O)Nc1ccc(Br)cc1 | -16%[1.84 µM] | -11%
O=[N+]([O-])c1ccccc1Sc1nccn1Cc1ccccc1 | -22% | -18%
O=C(CN1CCCCCC1)Nc1ccc(F)c(F)c1 | 18% | -2%
CCOC(=O)c1c(C)[nH]c(C(=O)NNC(=O)c2ccc(C(C)(C)C)cc2)c1C | -5% | 7%
O=C(O)C1CCCN(S(=O)(=O)c2cccs2)C1 (stereo not given) | 1% | 1%
CCC(=O)Nc1cnc(NC(=O)c2cccc(F)c2)cc1C | -7% | -18%
CCOc1ccc(NC2c3ccccc3C(=O)N2c2ccc(Cl)cn2)cc1 (stereo not given) | -4% | 7%
CCCNC(=O)Cc1ccsc1 | -3% | 4%
N=C1N(/N=C/c2ccccc2)C(=Nc2ccccc2)C(=S)N1c1ccccc1 | -1% | -3%
CC(C)N(C(=O)CSc1nc2ccccc2n1Cc1ccccc1F)C(C)C | -12% | -4%
Cc1ccc(C(=O)N2CCc3ccccc32)cc1 | -1% | -12%
O=C(COc1ccccc1)NCC(c1cccs1)N1CCOCC1 (stereo not given) | -1% | -7%
Cc1cc(C)cc(NC(=O)CN2CCN(CCN=CC3=C(O)CC(C)(C)CC3=O)CC2)c1 | 15% | 3%
C=C(C)CSc1cc(C)c(C#N)c2nc3ccccc3n12 | -34% | -12%
Cc1ccc(-n2[nH]c(C)c(/C=C3/C=Nc4ccccc43)c2=O)cc1C | 4% | -5%
Oc1c(C(c2ccccc2)N2CCCCC2)sc2ncnn12 (stereo not given) | 4% | -6%
CCOC(=O)Cc1csc(NC(=O)c2cc(OC)cc(OC)c2)n1 | 9% | -1%
COc1cccc2cc(C(N)=O)/c(=N/NC(=O)COc3ccc(Cl)cc3)oc12 | 19% | 0%
O=C(COc1ccc2ccccc2c1)Nc1ccc(S(=O)(=O)N2CCCCCC2)cc1 | 8% | -9%
CSc1ccc(/C=N/NC(=O)CNc2cccc3ccccc23)cc1 | -2% | 6%
COC(=O)c1ccccc1S(=O)(=O)N(CCCN1CCOCC1)Cc1cccs1 | -10% | -5%
Cn1c(CN2CCOCC2)nnc1SCC(=O)NC1CCCCC1 | 8% | -2%
C/C(=N\Nc1nc2ccccc2[nH]1)c1cc2ccccc2o1 | ? | 10µM*
CCOC(=O)N1CCN(S(=O)(=O)c2ccc(OC)c(OC)c2)CC1 | 2% | -6%
Cc1ccc(S(=O)(=O)Nc2c(C)ccc3nsnc23)cc1 | -7% | 7%
O=C(O)c1c(F)c(F)cc2ccccc12 | 2% | 2%
CC1CCN(c2nc3c(c(=O)[nH]c(=O)n3C)n2Cc2ccccc2Cl)CC1 | -7% | -18%
O=C(OCc1ccccc1F)c1ccc2c(c1)OCCO2 | 3% | 7%
COc1ccccc1NC(=O)N1CCN(c2ccc(F)cc2)CC1 | 13% | 0%
O=C(c1c[nH]c2ccc(F)cc2c1=O)N1CCCCCC1 | 6% | 13%
COc1ccc(CNC(=O)CN(C(=O)c2ccc(CN3CCOCC3)o2)C2CCCC2)cc1 | -16% | -6%
CCCCN(C(=O)Cn1nnc2ccccc21)C(C(=O)NCCOC)c1ccccc1 (stereo not given) | 3% | 18%
COCCN(C(=O)CNC(=O)c1ccco1)C(C(=O)NC1CCCC1)c1cccs1 (stereo not given) | 20% | 10%
CCOC(=O)N1CCN(c2c(-c3ccc(C)cc3)c(=O)c2=O)CC1 | 2% | 4%
CCOc1ccc(CCNC(=O)C2CCCN(C(=O)N(C)C)C2)cc1OCC (stereo not given) | 30% | 6%

Three of these compounds in a different format:
Results follow in this order: p53null 39C kill, p53null 32C tox
- Cc1ccc(-n2c(SCC(=O)OC(C)C)nnc2-c2ccncc2)cc1
→ -8%, -2%
- Cc1cccc(-c2nc3c(c(SCC(=O)N(C)C)n2)CCCC3)c1
→ 4%, 13%
- OCCn1c(C(F)(F)F)nc2ccccc21
→ -2%, 1%

(more compounds)
SMILES | p53null 39C kill | p53null 32C tox
O=C(Nc1ccccc1)Nc1ccc2snnc2c1 | -19% | ?
CCC(=O)Nc1nc(CC(=O)Nc2ccccc2OC)cs1 | -4% | -3%
Cc1ccc(S(=O)(=O)NCCCCC(NC(=O)OC(C)(C)C)C(=O)O)cc1 (stereo not given) (tested in a mixture with another compound) | -4% | -14%
CC(C)(C)C1CCC2(CC1)NC(=S)N(c1ccccc1)N2 (stereo not given) | -11% | -3%
Cc1ccc2nsnc2c1S(=O)(=O)NCc1ccncc1 | -13% | -6%
COC(=O)COc1ccc(S(=O)(=O)Nc2ccccc2SC)cc1 | 10% | -1%
COc1cc(OC)c(-c2nnc3n(CCc4ccccc4)c(=O)c4ccccc4n23)cc1OC | 13%[1.84 µM] | 1%
COc1cc(OC)cc(-c2nc(-c3ccccc3OC)no2)c1 | 24% | 4%
Cc1nc2cc(NS(=O)(=O)c3c(C)c(C)cc(C)c3C)ccc2s1 | -5% | 42%[activator]
CCn1c(CNC(=O)COc2ccc(C(C)C)cc2)nnc1SCC(=O)NC1CCCCC1C (stereo not given) | 11% | 8%
Cn1cc(Br)c(C(=O)NC2C3CC4CC(C3)CC2C4)n1 (stereo not given) | -2% | 1%
Cc1ccc(NC(=O)C(C)c2ccc([N+](=O)[O-])cc2)cc1Cl (stereo not given) | -6%[1.84 µM] | -5%
O=c1[nH]c2sc3c(c2c2nncn12)CCCC3 | -13% | 4%
COC(=O)[C@H](C)NC(=O)Nc1cccc(C(F)(F)F)c1 | 15% | 0%
O=C(C1CC1)N1CCc2cc(S(=O)(=O)N(CCO)Cc3ccccc3)ccc21 | -6% | -4%
O=C(NC1CCCCC1)C(c1cccnc1)N(C(=O)c1csnn1)C1CCCC1 (stereo not given) | -4% | 1%
COc1ccc(C2C(C(=O)Nc3cccnc3)=C(C)Nc3nc(-c4cccs4)nn32)cc1 (stereo not given) | 6% | 4%
Cc1ccc(O/C=C2\OC(=O)c3ccccc32)cc1 | 1% | -10%
COc1ccc(-c2ccc(Nc3ccc(S(=O)(=O)N4CCCC4)cc3)nn2)cc1OC | -10% | -1%
COc1ccccc1C1C(C#N)=C(N)N(c2cccnc2)C2=C1C(=O)CC(C)(C)C2 (stereo not given) | -4% | 5%
CN(C)c1nc(SCC#N)nc(N(C)C)n1 | -1% | 3%
CCCN1C2CCCC1CC(NC(=O)C1CCCCC1)C2 (stereo not given) | 5% | 3%
O=C(CCC(=O)N(c1ccc(F)cc1)C(C(=O)NC1CCCC1)c1ccncc1)Nc1cccnc1 (stereo not given) | -4% | 2%
CC(C)(C)C(=O)Nc1ccccc1C(=O)OCC(=O)c1ccc2c(c1)OCCO2 | 12% | -14%
O=C1c2ccccc2C(Nc2ccc(Cl)cn2)N1c1ccccn1 (stereo not given) | 0% | -7%
COc1ccc(Cn2nnc3c(=O)[nH]c(C4CCCN(C(=O)c5ccccc5)C4)nc32)cc1 (stereo not given) | 6% | -3%
Cc1cccc(OCC(=O)Nc2nnn(C)n2)c1C | 5% | -4%
O=C(NCCSCc1ccccc1)c1ccc(Cl)c(S(=O)(=O)N2CCOCC2)c1 | 2% | -6%
CCc1nc2ccccc2n1CC(O)COc1ccc(NC(C)=O)cc1 (stereo not given) | -11% | -7%
COc1ccc(OC)c(NC(=O)CCNS(=O)(=O)c2cccs2)c1 | -11% | 0%
CN1c2ccccc2N(C)C1c1c(O)ccc2ccccc12 | 30% | -1%
Cc1ccc(Cn2cnc3sc4c(c3c2=O)CCC4)c(C)c1 | 9% | -10%
Cc1ccccc1N1C(=O)C2C3C=CC(C2C1=O)N(C)C3=O (stereo not given) | 7% | -3%
CC1CN(C(=O)c2cc3cc(Cl)cc(Cl)c3oc2=O)CC(C)O1 (stereo not given) | 0% | 0%
O=C1C(=O)N(CCN2CCCCC2)c2ccccc21 | 22% | -15%
CCOC(=O)CN(C(=O)CNC(=O)c1ccco1)C(C(=O)NC1CCCCC1)c1cccs1 (stereo not given) | -11% | 6%
CCC1(CC)C(=O)NN(c2ccccc2)C1=O | -5% | 2%
Cc1c(CNCc2cccs2)c(C(=O)O)c(C)n1Cc1ccccc1 | 26% | 4%
COc1ccccc1/C=C/C=N/NC(=O)CCn1nnc2ccccc21 | 18%[1.84 µM] | -8%
CSc1nnc(CNC(=O)c2ccccc2)n1-c1cccc(C)c1 | 15% | 4%
C=CCCc1ccc(C#N)c(SCc2c(C(=O)OCC)c3cc(OC(C)=O)c(Br)cc3n2C)n1 | 8% | 5%
CC1(C)OC(=O)N2CCc3ccccc3C21C (stereo not given) | -1% | 15%
O=C(Cn1c(=O)n(-c2ccccc2)c(=O)c2oc3ccccc3c21)Nc1ccccc1 | -9% | -4%
COc1cc(-c2nnc(-c3ccccc3)o2)cc(OC)c1OC | 8% | 0%
Cn1c(Cn2c(=O)sc3ccccc32)nnc1SCC(=O)Nc1ccccc1F | 3% | 6%
CCCOc1ccc(Cn2c(=O)oc3ccc(C)cc32)cc1OC | 0% | -3%
CCOC(=O)CCCn1nc(C)n2c(cc3sccc32)c1=O | 13% | 13%
Nc1nc2ccc(-c3nc4ccccc4o3)cc2s1 | ? | ?
COc1cc(-c2n[nH]c(=O)o2)cc(OC)c1OC | 1% | -9%
Cc1cc(C)nc(NC2=NCC(=O)N2c2ccccc2Br)n1 | 11% | 0%
Cc1nnc(NC(=O)C2c3ccccc3Oc3ccccc32)s1 | 10% | -2%
CC(=O)N1CCN(c2ccc(NC(=O)c3ccccc3Br)cc2Cl)CC1 | 3% | 0%

Compounds from the list above that have fluorine:
SMILES | p53null 39C kill | p53null 32C tox
Cn1c(Cn2c(=O)sc3ccccc32)nnc1SCC(=O)NCc1ccc(F)cc1 | -8% | 6%
OCCn1c(C(F)(F)F)nc2ccccc21 | -2% | 1%
O=C(CN1CCCCCC1)Nc1ccc(F)c(F)c1 | 18% | -2%
CCC(=O)Nc1cnc(NC(=O)c2cccc(F)c2)cc1C | -7% | -18%
CC(C)N(C(=O)CSc1nc2ccccc2n1Cc1ccccc1F)C(C)C | -12% | -4%
O=C(O)c1c(F)c(F)cc2ccccc12 | 2% | 2%
O=C(OCc1ccccc1F)c1ccc2c(c1)OCCO2 | 3% | 7%
COc1ccccc1NC(=O)N1CCN(c2ccc(F)cc2)CC1 | 13% | 0%
O=C(c1c[nH]c2ccc(F)cc2c1=O)N1CCCCCC1 | 6% | 13%
COC(=O)[C@H](C)NC(=O)Nc1cccc(C(F)(F)F)c1 | 15% | 0%
O=C(CCC(=O)N(c1ccc(F)cc1)C(C(=O)NC1CCCC1)c1ccncc1)Nc1cccnc1 (stereo not given) | -4% | 2%
Cn1c(Cn2c(=O)sc3ccccc32)nnc1SCC(=O)Nc1ccccc1F | 3% | 6%
